BAZ2B block – qHTS Assay for Inhibitors of BAZ2B; Bromodomain adjacent to zinc finger domain protein 2B (Homo sapiens), Q9UIF8; AlphaScreen BAZ2B-H3K14Ac peptide displacement; Potency, µM (top dose mostly 114 µM), inactives show top-dose activity change, negative = inhibition, most hits filed as inhibitors; 360,000 tested, 4.4% active; AID 504333, 2011; also: % is scaled to controls: 0 for no effect and ±100 for the full control effect; nearly all actives have a fitted effect of over 60% in size
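In this displacement format the biotinylated H3(5-23) peptide acetylated at Lys14 serves as ligand at 50 nM, with BAZ2B at 50 nM in PBS pH 7.4 containing 0.01% Tween-20. Donor and acceptor beads are 10 ug/mL final.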
G9a inh – qHTS Assay for Inhibitors of Histone Lysine Methyltransferase G9a | Histone-lysine N-methyltransferase EHMT2 (Homo sapiens), Q96KQ7 | 350,000 tested, 8.8% active | G9a H3K9 monomethylation, AlphaScreen, 2 h | Potency, µM (highest dose often 102 µM), for inactives: at the top dose activity, negative = inhibition, actives largely listed as inhibitors; also: % is scaled to controls: 0 for no effect and ±100 for the full control effect; nearly all actives have a fitted effect of over 75% in size
Target sequence (Q96KQ7 913-1193 limits assumed): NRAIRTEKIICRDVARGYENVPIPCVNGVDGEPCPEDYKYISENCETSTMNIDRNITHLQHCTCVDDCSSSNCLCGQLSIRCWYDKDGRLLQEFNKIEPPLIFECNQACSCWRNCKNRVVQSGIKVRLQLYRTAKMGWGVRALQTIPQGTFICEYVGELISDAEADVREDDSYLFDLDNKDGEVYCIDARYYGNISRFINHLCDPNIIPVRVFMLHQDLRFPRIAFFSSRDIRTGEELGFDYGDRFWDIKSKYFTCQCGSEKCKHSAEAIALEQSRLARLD
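Step 1: enzyme (final 20 nM) with compound, 15 min RT. Step 2: substrate peptide 500 nM and SAM 20 uM, 2 h RT. Step 3: anti-H3K9me1 antibody and AlphaScreen beads, 10 min, then plate read.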
Pin1 inh – qHTS Assay to Find Inhibitors of Pin1; Pin1 FP peptide displacement, HiFluor488, 10 min; Potency, µM (titrated, usually from 115 µM), for the others: top-dose activity, negative = inhibition, hits mostly inhibitors; 390,000 tested, 0.009% active; AID 504891, 2011; active = well fitted inhibition curve with a large enough effect in the polarisation, with a control signal flat, not every such curve was filed as active; inconclusive = small, poorly fitted or top-dose-only effect, or effect the other way, or a change in a side signal; inactive = no such curve, though single readings can be large or run the other way; the % refers to the polarisation; also: % is scaled to controls: 0 for no effect and ±100 for the full control effect
HP1b binding inh – HTS for Inhibitors of HP1-beta Chromodomain Interactions with Methylated Histone Tails; AID 540317, 2011; AlphaScreen HP1-beta / biotin-H3K9me3 peptide binding; 390,000 tested, 0.56% active; Potency, µM (doses to about 114 µM), inactives show at the top dose activity change, negative = inhibition, actives largely listed as inhibitors; Chromobox protein homolog 1 (Homo sapiens), P83916; also: nearly all actives have a fitted effect of over 70% in size; inactives centre near 23
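HP1-beta protein (50 nM final) preincubated 30 min at room temperature with biotinylated H3(1-18)K9me3 peptide (50 nM) in PBS pH 7.4, 0.01% Tween-20, then compound added for 30 min. AlphaScreen streptavidin donor/nickel chelate acceptor beads (10 ug/mL final), 30 min dark, luminescence read.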
BLM inh – qHTS Assay for Inhibitors of Bloom's syndrome helicase (BLM); RecQ-like DNA helicase BLM (Homo sapiens), P54132; Potency, µM (highest dose often 56.1 µM), without a hit: top-dose activity change, negative = inhibition, actives largely listed as inhibitors; recombinant BLM DNA unwinding, fluorescence dequenching; 350,000 tested, 0.2% active; AID 2528, 2010;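 also: plate controls were vehicle for no effect and no enzyme for full effect; nearly all actives have a fitted effect of over 35% in size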
Tb PGK inh – qHTS Assay to Find Inhibitors of Phosphoglycerate Kinase. 380,000 tested, 0.043% active. Phosphoglycerate kinase, glycosomal (Trypanosoma brucei brucei), P07378. Potency, µM (doses to about 57.5 µM), inactives show top-dose activity change, negative = inhibition, most hits filed as inhibitors. PGK/GAPDH coupled, Kinase-Glo luminescence, 60 min. AID 602233, 2012; also: % is scaled to controls: 0 for no effect and ±100 for the full control effect; nearly all actives have a fitted effect of over 60% in size
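Recombinant glycosomal PGK reaction used 1,3-bisphosphoglycerate generated in-well by GAPDH (100nM final) in 100mM TEA pH 7.6, 5mM MgCl2, 0.01% Tween-20. After 60 minutes at room temperature, ATP was read by Kinase-Glo Plus luminescence end-point.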
JMJD2A Tudor – qHTS Assay for Inhibitors of JMJD2A-Tudor Domain | Potency, µM (titrated, usually from 114 µM), for inactives: top-dose activity change, negative = inhibition, usual class: inhibitors | AlphaScreen JMJD2A-Tudor / H3K4me3 peptide binding | Lysine-specific demethylase 4A (Homo sapiens), O75164 | 390,000 tested, 4.4% active; also: % is scaled to controls: 0 for no effect and ±100 for the full control effect; nearly all actives have a fitted effect of over 50% in size
Pol iota inh – qHTS for Inhibitors of Polymerase Iota | DNA polymerase iota (Homo sapiens), Q9UNA4 | 390,000 tested, 1% active | Potency, µM (doses to about 115 µM), for inactives: at the highest dose activity, negative = inhibition, most hits filed as inhibitors | Pol iota fluorescent replication assay, 10 min
Target sequence (Q9UNA4 whole entry, looked up): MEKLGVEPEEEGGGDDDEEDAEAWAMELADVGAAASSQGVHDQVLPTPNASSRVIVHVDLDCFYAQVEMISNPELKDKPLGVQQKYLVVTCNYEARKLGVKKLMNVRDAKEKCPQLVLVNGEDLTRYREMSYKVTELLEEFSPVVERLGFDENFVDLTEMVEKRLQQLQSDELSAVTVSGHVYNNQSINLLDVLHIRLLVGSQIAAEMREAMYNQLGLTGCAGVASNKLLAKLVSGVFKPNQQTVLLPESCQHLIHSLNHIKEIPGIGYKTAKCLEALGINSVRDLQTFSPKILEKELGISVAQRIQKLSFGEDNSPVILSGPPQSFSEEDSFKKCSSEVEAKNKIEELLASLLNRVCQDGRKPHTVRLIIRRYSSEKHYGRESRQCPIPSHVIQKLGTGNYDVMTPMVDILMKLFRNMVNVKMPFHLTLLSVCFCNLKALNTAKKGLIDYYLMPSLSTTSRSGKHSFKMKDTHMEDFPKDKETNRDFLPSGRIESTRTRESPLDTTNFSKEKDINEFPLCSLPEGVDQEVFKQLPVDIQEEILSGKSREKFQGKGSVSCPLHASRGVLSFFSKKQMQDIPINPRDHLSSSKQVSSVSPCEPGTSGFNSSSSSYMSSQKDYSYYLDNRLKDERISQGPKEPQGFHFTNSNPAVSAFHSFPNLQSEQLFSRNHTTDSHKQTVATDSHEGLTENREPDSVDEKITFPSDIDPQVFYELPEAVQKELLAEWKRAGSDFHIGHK
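Pol iota at 10 nM preincubated 15 min with compounds at room temperature; reaction started with fluorescent substrate, 50 nM final. Fluorescence read kinetically at 0 and 10 min; buffer-only wells as negative control.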
GLS inhibitor – qHTS for Inhibitors of Glutaminase (GLS); GLS enzymatic activity, qHTS titration; Potency, µM (highest dose often 45.5 µM), without a hit: at the top dose activity change, negative = inhibition, usual class: inhibitors; 410,000 tested, 0.21% active; AID 624170, 2012; also: % is scaled to controls: 0 for no effect and ±100 for the full control effect
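hKGA; 45 mM KH2PO4 pH 8.2 + 0.02% Tween-20; cpd via pin tool; 1 mM Gln soln; GluOx/HRP/Amplex Red; RT 30 min; fluor. t0 & final.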
* marks the source's active call; other numbers are inactive results; i = inactive; u = inconclusive; x = not tested or not shown; [ ] = remark or other dose. Unless noted, calls follow the shape of the dose curve; as a rule, active = well fitted curve in the direction sought with a large enough effect; inconclusive = small, poorly fitted or top-dose-only effect, or another doubt; inactive = no such curve, though single readings can be large; an effect the other way counts as inactive or inconclusive. Potency is read from the fitted curve at half-maximal effect. An excerpt. The share of hits here may be higher or lower than overall.

Preview:
SMILES	BAZ2B block	G9a inh	Pin1 inh	HP1b binding inh	BLM inh	Tb PGK inh	JMJD2A Tudor	Pol iota inh	GLS inhibitor
CCCCCn1c(CCNC(=O)c2ccc(F)cc2)nc2ccccc21	1%	6%[59 µM]	4%	33%	-3%	i	-19%	17%	-6%
COc1ccc(-c2cc(OC(=O)c3cccc(C)c3)c3c(C)oc(C)c3c(=O)c2)cc1	u	7.9µM*	11%	26%	0%	-3%	u	u	5%
Cc1ccc(-c2[nH]ncc2/C=N/n2c(COc3ccccc3)nc3ccccc3c2=O)cc1	4%	-2%[59 µM]	1%	18%	2%	-7%	-18%	23%	1%
CCCC(=O)Nc1cccc(NC(=S)NC(=O)C(C)Oc2ccc(Cl)cc2Cl)c1 (stereo unspecified)	8%	u	-3%	29%	-9%	-1%	-24%[57.1 µM]	16%	-4%
Cc1cccc(NC(=O)C2c3ccccc3Oc3ccccc32)n1	5%	33%	-3%	110%[activator]	-7%	-1%	4%	-3%	3%

This part in full, previewed entries included:
SMILES	BAZ2B block	G9a inh	Pin1 inh	HP1b binding inh	BLM inh	Tb PGK inh	JMJD2A Tudor	Pol iota inh	GLS inhibitor
CCCCCn1c(CCNC(=O)c2ccc(F)cc2)nc2ccccc21	1%	6%[59 µM]	4%	33%	-3%	i	-19%	17%	-6%
COc1ccc(-c2cc(OC(=O)c3cccc(C)c3)c3c(C)oc(C)c3c(=O)c2)cc1	u	7.9µM*	11%	26%	0%	-3%	u	u	5%
Cc1ccc(-c2[nH]ncc2/C=N/n2c(COc3ccccc3)nc3ccccc3c2=O)cc1	4%	-2%[59 µM]	1%	18%	2%	-7%	-18%	23%	1%
CCCC(=O)Nc1cccc(NC(=S)NC(=O)C(C)Oc2ccc(Cl)cc2Cl)c1 (stereo unspecified)	8%	u	-3%	29%	-9%	-1%	-24%[57.1 µM]	16%	-4%
Cc1cccc(NC(=O)C2c3ccccc3Oc3ccccc32)n1	5%	33%	-3%	110%[activator]	-7%	-1%	4%	-3%	3%
CCCN(C(=O)c1c(C)oc2ncn(CC(C)C)c(=O)c12)c1ccccc1C	8%[57.1 µM]	-8%[59 µM]	-6%	4%	1%	-5%	-17%	30%[activator]	-5%
Cc1c(NC(=O)CC(=O)Nc2c(C)n(C)n(-c3ccccc3)c2=O)c(=O)n(-c2ccccc2)n1C	-6%	2%[59 µM]	-6%	12%	2%	i	-15%	10%	-6%
CCOc1ccc(C2OC34CCCCC3C(C#N)(C#N)C2(C#N)C(=N)O4)cc1OC (stereo unspecified)	-24%	u	u	30%	-4%	-4%	-18%	u	-3%
COc1ccc(CCNC(=O)CC(=O)N/N=C/c2ccc(C(=O)O)cc2)cc1OC	-28%	7%	0%	40%[activator]	-4%	-4%	-4%	128%[activator]	-7%
NC(=O)CSc1nnc(-c2ccccc2F)n1C1CC1	1%	7%	0%	15%	-3%	i	4%	22%	0%
CCOc1ccc(NS(=O)(=O)c2cc(C(=O)N3CCCC3)ccc2Cl)cc1	-5%	15%	-17%	19%	x	i	-10%	25%	-10%
Cc1cccc(-n2c(C)c(C)c3c(N)ncnc32)c1	-31%	50µM*	2%	-26%	-1%	2%	u	28%	3%
COc1ccc(-c2ccc(NS(=O)(=O)c3cc([N+](=O)[O-])ccc3C)cc2)nn1	u	u	-10%	15%	-3%	4%	-25%	14%	12%
Cc1cccc(/C(N)=N/OC(=O)c2ccoc2C)c1	9%	1%	-8%	33%	-6%	u	-3%	-6%	-10%
O=C(C1CC(c2ccc(F)cc2)=NO1)N1CCN(Cc2ccccc2)CC1 (stereo unspecified)	12%	3%	-9%	53%[activator]	-2%	4%	6%	-1%	2%
COc1ccc(-c2nc(CNC(=O)NC3CCCCC3)c(C)o2)c(OC)c1	-17%	-5%[12.7 µM]	-1%	30%	-4%	1%	4%	26%	6%
CCCCC(CCCC)=N/N=C/c1c(O)n(CC)c2cc(C3=NNC(=O)CC3)ccc12	9%	u	26%	38%	-10%	1%	-8%	33%[activator]	0%
COc1ccc(C)cc1S(=O)(=O)Nc1ccc(-n2c(C)nc3ccccc3c2=O)cc1	4%	-41%	-4%	18%	x	2%	-9%	16%	9%
CC(C)[C@H](NS(=O)(=O)c1ccccc1)C(=O)Nc1nccs1	x	x	1%	-2%	x	i	u	20%	6%
Cc1c(NC(=O)C2C3C=CC(C3)C2C(=O)O)c(=O)n(-c2ccccc2)n1C (stereo unspecified)	-2%	-10%	0%	-2%	-1%	u	-18%	u	-1%
COCCn1nnnc1C(C(C)C)N(Cc1ccccc1)Cc1cc2cc(OC)ccc2[nH]c1=O (stereo unspecified)	-13%	-7%[59 µM]	2%	3%	-10%	i	-34%	-4%	5%
O=C(COC(=O)CNC(=O)c1ccc([N+](=O)[O-])o1)Nc1ncc(Cl)cc1Cl	0%	12%[12.7 µM]	-9%	6%	x	-1%	-21%	u	-2%
CC(C)c1onc(C(=O)NCc2ccc(F)cc2)c1[N+](=O)[O-]	2%	13%[59 µM]	-2%	14%	3%	0%	-11%	27%	1%
O=C(O)c1ccc(S(=O)(=O)Nc2ccc3c(c2)OCCO3)cc1	2%	6%	-3%	40%[activator]	-5%	4%	4%	146%[activator]	4%
CC(NC(=O)CSC1=NCCS1)c1ccccc1 (stereo unspecified)	3%	6%	1%	8%	1%	4%	-10%	14%	3%
Next section:
SMILES	BAZ2B block	G9a inh	Pin1 inh	HP1b binding inh	BLM inh	Tb PGK inh	JMJD2A Tudor	Pol iota inh	GLS inhibitor
Cc1[nH]c2ccccc2c1C(=O)C(C)OC(=O)c1ccc(NC(=O)CC#N)cc1 (stereo unspecified)	-17%	-42%	27%	29%	x	-7%	-23%	-4%	0%
COc1ccccc1NC(=O)c1ccc(NS(=O)(=O)c2ccc(F)c(F)c2F)cc1	20%	16%[59 µM]	-8%	18%	-5%	3%	-16%	2%	23%
Cc1cc2nc3n(c2cc1C)CC1CC(C(=O)NCCc2cccs2)N(C)C31 (stereo unspecified)	-5%	-28%[59 µM]	0%	23%	-1%	3%	-14%	u	2%
COc1ccc(NC(=O)Nc2ccccc2C(N)=O)cc1OC	-6%	-12%[59 µM]	0%	21%	-2%	-11%	-6%	-34%[58.9 µM]	1%
O=C(O)c1cccnc1-c1ncccc1C(=O)O	-39%	56µM*	-6%	-1%	-4%	-6%	u	45%[activator]	-3%
O=C(O)C1C2CCC(CC2)C1C(=O)N1CCN(Cc2ccc(F)cc2)CC1 (stereo unspecified)	8%	u	-8%	28%	-9%	-1%	-6%	-19%	26%
O=C(c1ccc(S(=O)(=O)N2CCCCC2)cc1)N1CCc2ccccc2C1	-15%	8%	-1%	52%[activator]	-4%	-3%	-21%	97%[activator]	-4%
O=C(CNC(=O)c1ccc2c(c1)S(=O)(=O)N=C1CCCCCN12)Nc1ccc(F)c(F)c1	-3%	-21%[0.501 µM]	-4%	17%	x	i	-8%	-4%	2%
COc1cccc(C2CC(=O)Nc3c2c(=O)[nH]c2nc4ccccc4n32)c1 (stereo unspecified)	-20%	-4%[59 µM]	4%	22%	1%	-5%	-15%	-2%	-6%
CSc1nc2ccccc2n1CC(=O)Nc1c(C)cccc1C	3%	0%[59 µM]	0%	18%	-2%	-8%	17%	-10%	-4%
Cc1ccccc1N1CCN(Cc2c[nH]c3ccccc23)CC1	u	32µM*	2%	u	2%	i	5µM*	u	18%
S=C(NCCN1CCOCC1)Nc1ccc(Cl)cc1	0%	-1%[59 µM]	5%	28%	-3%	-4%	-1%	-9%	0%
COC(=O)C1C2C=CC3(CN(CC4CCCO4)C(=O)C13)O2 (stereo unspecified)	4%	u	-10%	51%[activator]	-1%	i	7%	-8%	2%
C[C@H](CO)N1C[C@H](C)[C@@H](CN(C)C(=O)Nc2ccc(C(F)(F)F)cc2)Oc2c(NC(=O)CCC(F)(F)F)cccc2C1=O	x	x	0%	65%[activator]	x	i	-13%	-10%	-1%
COc1cc(C(=S)N2CCOCC2)ccc1OC(=O)c1ccccc1	-26%	40µM*	-2%	13%	-4%	-1%	-10%	3%	-1%
CCOC(=O)c1ccc2c(c1)C1C=CCC1C(C(=O)OCC)N2 (stereo unspecified)	45µM*	11µM*	-19%	-7%	-23%	-10%	u	u	3%
Cc1cc(C)nc(Sc2c(F)c(F)c(C(F)(F)F)c(F)c2F)n1	x	23%[59 µM]	-2%	90%	-1%	-16%	23%	11%	4%
O=C(Nc1ccc(-c2csc(-c3ccccc3)n2)cc1)c1ccccc1	6%	27%[0.501 µM]	1%	25%	-2%	-1%	-2%	-3%	1%
O=C(Nc1ccccc1N1CCOCC1)c1cc(F)cc(F)c1	-3%	12%	-1%	31%	-1%	-8%	-14%	-19%	6%
CCOC(=O)N1CCC(NC(=O)c2ccc3c(c2)N(Cc2ccccc2)CCS3)CC1	5%	-26%	1%	20%	-1%	-9%	u	25%	14%
COc1ccc(NC(=O)CSc2nc(N)c(NC(=O)c3ccccc3F)c(=O)[nH]2)cc1	-8%	x	3%	20%	-1%	i	-1%	11%	39%[activator]
Cn1cnc([N+](=O)[O-])c1S(=O)(=O)Oc1ccc(Cl)cc1	x	x	-11%	18%[57 µM]	x	0%	-12%	u	2%

Assay outcomes as filed in PubChem BioAssay.
